MT1-MMP txn act: MT1-MMP promoter reporter activation – cell-based, luciferase luminescence, primary screen | HT1080 MT1-MMP promoter luciferase reporter, overnight; stronger effect = higher value | activation factor at 10 µM | 86,000 tested, 0.16% active | AID 750, 2007;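 active means activation factor of at least 2 for MT1-MMP transcription at 10 µM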
CYP2C19 inhib: blockers of cytochrome P450 2C19 activity – biochemical, luminescence, ADME assay, primary screen | CYP2C19 Supersomes, luciferin-H EGE luminescence, 30 min | 96,000 tested, 21% active | P33261 | inhibition, % at 5 µM | AID 778, 2007;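 active means CYP2C19 inhibition above a set limit at 5 µM in the primary screen, cut at about 50% in these data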;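 further: plate controls were negative control wells for no effect and 2.5 mM tranylcypromine positive control for full effect; values of inactives mirror those of a sister screen read the other way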
Mac1 fbg inh: inhibitors of CD11b/CD18 adhesion to fibrinogen, primary screen, K562 cells, luminescence. Integrin beta-2 (Homo sapiens) + Integrin alpha-M (Homo sapiens), P05107+P11215. 93,000 tested, 0.54% active. AID 1497, 2009. inhibition, % at 10 µM. ATPlite luminescence; Mn2+ added to activate the integrin;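 active means primary inhibition of 50% or more at 10 µM, then 40% or more on retest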; further: some results filed as inactive read as strong as hits
Mac1 fbg enh: enhancers of CD11b/CD18 adhesion to fibrinogen, primary screen, K562 cells, luminescence. Integrin beta-2 (Homo sapiens) + Integrin alpha-M (Homo sapiens), P05107+P11215. ATPlite luminescence. activation, % at 10 µM. 93,000 tested, 0.07% active;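 active means 10 µM primary screen giving 50% or more activity, confirmed by 40% or more on retest at that dose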; further: strong numbers were not always called active; reference of the scale not given here
Pyk2 oligo antag: antagonists of Pyk2 self-association, primary screen, Q293 cells, FERM NanoBiT luminescence, HTS. Protein-tyrosine kinase 2-beta (Homo sapiens), Q14289. stronger effect = lower value. z-score (the deposit names both 25 µM and 10 µM). 99,000 tested, 0.83% active. AID 1347419, 2020;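 active means Z-score of -3 or lower, scaled per plate to the spread of control and sample wells; inactive means z-score above -3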;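 further: negative z-score means lost luminescence so less FERM oligomerization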
Target sequence (Q14289 whole entry, looked up): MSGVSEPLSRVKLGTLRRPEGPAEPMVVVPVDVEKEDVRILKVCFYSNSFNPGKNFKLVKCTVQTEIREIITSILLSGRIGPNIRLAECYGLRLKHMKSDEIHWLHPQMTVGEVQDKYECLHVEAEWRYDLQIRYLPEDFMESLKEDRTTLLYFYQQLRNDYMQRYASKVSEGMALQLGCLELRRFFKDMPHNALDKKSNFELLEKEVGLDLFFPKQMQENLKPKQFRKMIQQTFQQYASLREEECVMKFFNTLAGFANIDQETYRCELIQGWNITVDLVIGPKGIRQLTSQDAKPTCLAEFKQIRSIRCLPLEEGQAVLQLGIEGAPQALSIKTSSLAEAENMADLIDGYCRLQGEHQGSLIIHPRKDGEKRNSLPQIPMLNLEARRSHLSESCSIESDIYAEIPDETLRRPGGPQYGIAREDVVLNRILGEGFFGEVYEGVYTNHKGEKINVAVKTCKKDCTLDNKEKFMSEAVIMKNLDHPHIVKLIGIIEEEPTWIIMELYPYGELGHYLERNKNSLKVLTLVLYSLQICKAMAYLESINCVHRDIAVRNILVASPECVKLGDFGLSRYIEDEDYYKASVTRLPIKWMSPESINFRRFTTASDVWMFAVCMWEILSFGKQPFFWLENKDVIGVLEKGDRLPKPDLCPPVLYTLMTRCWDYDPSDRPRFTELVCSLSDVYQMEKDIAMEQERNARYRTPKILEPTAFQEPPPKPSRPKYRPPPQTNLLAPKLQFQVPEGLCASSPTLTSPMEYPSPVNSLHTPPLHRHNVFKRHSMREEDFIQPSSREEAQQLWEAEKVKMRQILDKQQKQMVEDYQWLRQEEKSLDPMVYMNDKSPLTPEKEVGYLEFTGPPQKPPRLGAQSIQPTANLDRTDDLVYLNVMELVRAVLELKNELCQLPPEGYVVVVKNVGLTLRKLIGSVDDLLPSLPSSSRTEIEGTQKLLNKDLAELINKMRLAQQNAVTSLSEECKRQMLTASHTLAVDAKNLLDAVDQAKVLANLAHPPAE
CYP2C9 act: human CYP2C9 activators, primary screen, biochemical, luminescence; activation factor at 5 µM; 96,000 tested, 1.4% active; recombinant CYP2C9, luciferin-H conversion; stronger effect = higher value; factor 1 = untreated enzyme, 0 = blocked; Cytochrome P450 2C9 (Homo sapiens), P11712; AID 1024, 2008;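 active means activation factor of 2 or more for CYP2C9 at a 5 µM dose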;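 further: 0 = sulfaphenazole-blocked wells and 1 = vehicle-only wells; values of inactives mirror those of a sister screen read the other way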
CYP2C9 inhib: blockers of cytochrome P450 2C9 activity – biochemical, luminescence, ADME assay, primary screen | CYP2C9 Supersomes, luciferin-H conversion | inhibition, % at 5 µM | 96,000 tested, 20% active | AID 777, 2007;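 active means blocking of liver enzyme CYP2C9 beyond about 50% at 5 µM, limit read from the data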; further: values of inactives mirror those of a sister screen read the other way
CYP2C19 act: human CYP2C19 activators, primary screen, biochemical, luminescence; Cytochrome P450 2C19 (Homo sapiens), P33261; recombinant CYP2C19, luciferin-H EGE luminescence; stronger effect = higher value; 0 = fully inhibited enzyme, 1 = untreated enzyme; activation factor at 5 µM; 96,000 tested, under 10 active; AID 1025, 2008;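 active means activation factor of at least 2 at 5 µM in the primary screen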;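 further: 0 = wells with 2.5 mM tranylcypromine and 1 = vehicle-only wells; values of inactives mirror those of a sister screen read the other way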
PLAP activator: PLAP enzyme activators, biochemical, luminescence, HTS | 96,000 tested, 1.2% active | activation fold at 20 µM | Alkaline phosphatase, placental type (Homo sapiens), P05187 | purified PLAP enzyme, luminescent substrate read-out; stronger effect = higher value | AID 696, 2007; in the data active means activation fold above about 2
Active calls of the source: *; . = no result given.

SMILES	MT1-MMP txn act	CYP2C19 inhib	Mac1 fbg inh	Mac1 fbg enh	Pyk2 oligo antag	CYP2C9 act	CYP2C9 inhib	CYP2C19 act	PLAP activator
CCC(=O)c1ccc(OCC(=O)O)cc1	1	-12	0	2	0.38	1.1	-11	1.1	1
O=C(c1nc2ccccc2s1)N1CCN(c2ccccn2)CC1	1.6	27	-8	3	-0.37	0.9	5	0.7	0.7
CSc1ccc(Cc2ccc(Cl)cc2Cl)nn1	.	40	-15	-4	-1.1	0.7	30	0.6	1
O=C(Cc1cccs1)Nc1ccccn1	1.2	28	-11	-3	0.91	0.9	9	0.7	1.1
CC(=O)Nc1ccc(S(=O)(=O)N2CCN(CCCOc3cc(C)ccc3C)CC2)cc1	0.9	84*	32	0	-0.59	0.2	84*	0.2	1.5
CCC(=O)Nc1cc(C(=O)NCC2CCCN2CC)c(OC)cc1N(C)C (centres undefined)	1.1	-6	-3	-6	-0.04	1.1	-7	1.1	0.9
CS(=O)(=O)N(CC(=O)Nc1ccccc1Sc1ccccc1)C1CCCCC1	1.3	24	-20	3	-1	0.6	42	0.8	1.9
CSc1ccccc1C(=O)Nc1ncc(C)s1	1.1	2	-1	0	-0.94	1	-2	1	0.9
Cc1ccc(C)n1-c1sc2c(c1C#N)CCC(C)C2 (centres undefined)	.	6	50	-3	-0.36	0.9	7	0.9	1.1
O=C(CN1C(=O)COc2ccc(Cl)cc21)Nc1ccc2c(c1)OCCO2	1.1	22	5	-3	-0.62	0.7	32	0.8	0.9
Cc1ccc(C2C(C#N)=C(N)Oc3nc(-c4ccccc4)[nH]c32)o1 (centres undefined)	1.1	10	-6	3	0.28	0.7	25	0.9	1
CCCCCCCCCS(=O)(=O)N/N=C/c1cccc([N+](=O)[O-])c1	1.2	22	102	-9	0.3	0.3	68*	0.8	1.9
CC(=O)c1ccc(OC(C)C)c(CN2CCCCC2)c1	1.1	-11	-10	-4	-1	1.1	-9	1.1	1.2
CCOc1ccc(NC(=O)CS(=O)CC(=O)NC2CCCc3ccccc32)cc1 (centres undefined)	1.1	2	8	-1	-0.14	1.1	-8	1	1
CC(C)(C)C(=O)NCCCc1nc2ccccc2n1CCCOc1ccc(Cl)cc1	.	42	.	.	-0.53	0.2	84*	0.6	1.5
COc1cc(S(=O)(=O)N2CCN(C)CC2)c(OC)cc1Br	1.1	8	-7	3	-0.45	1.4	-36	0.9	1.3
C1CCN(c2nc(N3CCCCC3)nc(N3CCNCC3)n2)CC1	1	11	-8	1	0.7	0.8	19	0.9	1.4
Cc1ccc(S(=O)(=O)N2CCC(C(=O)O)CC2)cc1C(=O)O	1.1	-19	-5	0	-0.51	1.1	-13	1.2	0.9
Cc1ccc(-c2c3c(=O)n(C)c(=O)n(C)c3cn2Cc2ccccn2)cc1	1.2	0	-14	1	0.32	1.1	-15	1	1
COc1cc(C(=O)N(C)c2nnc(-c3cccnc3)s2)cc(OC)c1OC	0.9	1	-18	0	.	1.1	-7	1	0.9
CCCc1cc(=O)n2[nH]c(NCc3ccccc3Cl)nc2n1	1.1	12	4	0	-0.31	0.5	50	0.9	1.5
COc1ccccc1-n1c(=S)sc2c(=O)n(Cc3ccco3)c(SC)nc21	1	64*	-1	-9	-2.8	0.2	76*	0.4	1.1
CCOc1cccc(-c2nnc(SCC(=O)Nc3ccc(OC)c(OC)c3)n2N)c1	1.1	5	-5	-5	0.02	0.6	39	0.9	0.9
CC1CN(S(=O)(=O)c2cccc(-c3cn4cccnc4n3)c2)CC(C)O1 (centres undefined)	1	19	-9	-3	.	1	4	0.8	1
COC(=O)c1sc(S(=O)(=O)N2CCC(C(N)=O)CC2)c(C(=O)OC)c1C	.	2	6	-1	0.44	0.8	17	1	1.1
CCOC(=O)N1CCN(/C=C(\C#N)c2nc3ccccc3s2)CC1	1.4	80*	2	-2	0.71	0.3	71*	0.2	1.2
Cc1ccc(CNC(=O)CCCC(=O)O)cc1	1	-11	-6	-2	0.33	0.9	14	1.1	0.9
O=C(CNC(=O)c1cccs1)NC1=NCCS1	1.2	11	0	4	-1.1	1	-3	0.9	0.9
CC(=O)Nc1ccc(-c2nnc(SCc3ccccc3C#N)n2C)cc1	1.4	-16	0	-1	-0.1	1	2	1.2	0.9
Cc1sc2nc(CN(Cc3cccs3)C(=O)C3CC3)[nH]c(=O)c2c1C	1	97*	-1	-2	-1.4	0.1	88*	0	1.2
Cc1c(NC(=O)C(C)OC(=O)C(NC(=O)c2ccco2)C(C)C)c(=O)n(-c2ccccc2)n1C (centres undefined)	1.2	-22	.	4	-0.34	1.3	-25	1.2	1.3
Cc1c(NC(=O)Cn2nc(C(F)(F)F)c3c2CCCC3)c(=O)n(-c2ccccc2)n1C	1.1	-15	-7	6	-0.3	1.1	-14	1.1	1
CSc1ccccc1NC(=O)c1c(Br)cnn1C	1	4	-12	2	2.5	1.4	-41	1	0.9
O=C(CSc1n[nH]c(C2CCCC2)n1)NC1CCCC1	1.2	-8	1	0	-0.03	1	-2	1.1	1
Cc1ccc(C(=O)NCc2ccc3c(c2)OCO3)cc1S(=O)(=O)N1CCOCC1	1.2	66*	-2	1	-0.14	0.2	76*	0.3	1.7
CCn1cc(C(=O)NCc2ccco2)c(=O)c2cc(F)c(N3CCN(C(=O)c4ccco4)CC3)cc21	0.9	25	18	-3	0.63	0.5	47	0.8	1.5
CC(=O)N1CCN(c2ccc(NC(=O)COc3ccc(Cl)cc3Cl)cc2)CC1	0.9	17	-23	0	-0.19	0.8	18	0.8	1.3
O=C(COc1ccc(F)cc1Br)NCc1ccccn1	.	59*	-5	2	0.1	1	2	0.4	1.1
COc1ccc(-n2c(C)nc3cc(C(=O)NCc4ccco4)ccc32)cc1	0.9	10	-12	-2	0.74	1.5	-47	0.9	1.2
Cn1c(=Nc2ccc(N3CCOCC3)cc2)ccc2ccccc21	1.1	-10	-1	-2	-0.13	0.9	8	1.1	1.3
Cc1cnc(C(=O)Nc2nnc(C)s2)cn1	1.2	-4	9	3	-0.06	1	-3	1	1.3
CCCOc1cccc(C(=O)NC(=S)Nc2cccc(C(F)(F)F)c2)c1	.	0	32	0	0.22	1.8	-84	1	0.9
Cc1ccc(C(=O)N2CC3(C(C)C)CN(C(=O)c4ccc(C)cc4)CC(C(C)C)(C2)C3=O)cc1	1.1	11	-2	-4	0.57	0.9	6	0.9	1
CCOC(=O)c1ccc(N/C=C2\CCCCC2=O)cc1	1.1	25	-9	0	0.07	1.2	-22	0.7	0.9
O=C(c1cc(Cl)cc(Cl)c1)N1CCOCC1	0.9	-3	-12	7	-1	1.2	-23	1	0.9
C=CCn1c(SCC(=O)NCc2ccc3c(c2)OCO3)nnc1C1CCCCC1	1.1	53*	2	-3	0.79	0.4	58*	0.5	1.6
Nc1nonc1-c1nc2ccccc2n1CC(=O)N1CCCCC1	1.2	28	-3	1	0.09	0.9	11	0.7	0.9
COc1cc(=O)n2c(n1)SCCC2	1	-8	.	.	-0.11	1	0	1.1	1.1
Cc1nc2ccc(S(=O)(=O)NCC(=O)N3CCN(c4ccccc4)CC3)cc2s1	1	-5	5	-5	1.1	1	3	1.1	1.2
Cn1cc(S(=O)(=O)N2CCN(c3ccc(F)cc3)CC2)c(=O)n(C)c1=O	.	26	-22	-2	.	1.1	-8	0.7	1
CCOc1ccc(N/C=C/C(=O)c2ccc(OC)cc2)c([N+](=O)[O-])c1	.	26	.	.	0.19	3*	-200	0.7	0.7
c1ccc2c(c1)ccc1nnc(SCc3ccc4c(c3)OCO4)n12	.	48	-1	-6	.	0.6	36	0.5	0.9
CCC(C(=O)Nc1ccccc1OC)n1c(C(=O)OC)cc2ccsc21 (centres undefined)	1.2	98*	16	-2	-1.7	0	96*	0	1
COCCNC(=O)c1ccc(N2CCCCC2)c(NS(=O)(=O)c2ccc(C)cc2)c1	1.1	40	-2	-4	0.38	0.6	40	0.6	1.4
COCCn1c(Cc2ccccc2)nnc1SCC(=O)NC(C)C	1.2	0	-1	3	0.27	1.2	-16	1	1.1
CCOC(=O)c1sc(NC(=O)CCN2CC(C)OC(C)C2)c(C(=O)OCC)c1C (centres undefined)	.	16	-5	3	.	1.1	-8	0.8	1.1
Cc1ccc(OCC(=O)N/N=C/c2ccco2)cc1	1.1	16	32	-3	0.39	1.1	-9	0.8	1
CC1=C(C(=O)OCC2CCCO2)C(c2cccc(C(F)(F)F)c2)C2=C(CC(c3ccco3)CC2=O)N1 (centres undefined)	1.2	94*	-3	44	-0.48	0.1	88*	0.1	1.8
COc1cc(OC)cc(C(=O)N[C@H](C(=O)OCC(=O)c2ccc3c(c2)NC(=O)CO3)C(C)C)c1	.	29	-17	42	0.19	0.7	26	0.7	1.1
O=C(Nc1ccncc1)c1cn(-c2ccccc2)nc1-c1cccs1	1.1	94*	-14	-7	-1.6	0.1	93*	0.1	0.9

Entries above with a cyano group:
SMILES	MT1-MMP txn act	CYP2C19 inhib	Mac1 fbg inh	Mac1 fbg enh	Pyk2 oligo antag	CYP2C9 act	CYP2C9 inhib	CYP2C19 act	PLAP activator
Cc1ccc(C)n1-c1sc2c(c1C#N)CCC(C)C2 (centres undefined)	.	6	50	-3	-0.36	0.9	7	0.9	1.1
Cc1ccc(C2C(C#N)=C(N)Oc3nc(-c4ccccc4)[nH]c32)o1 (centres undefined)	1.1	10	-6	3	0.28	0.7	25	0.9	1
CCOC(=O)N1CCN(/C=C(\C#N)c2nc3ccccc3s2)CC1	1.4	80*	2	-2	0.71	0.3	71*	0.2	1.2
CC(=O)Nc1ccc(-c2nnc(SCc3ccccc3C#N)n2C)cc1	1.4	-16	0	-1	-0.1	1	2	1.2	0.9

(list continues)
SMILES	MT1-MMP txn act	CYP2C19 inhib	Mac1 fbg inh	Mac1 fbg enh	Pyk2 oligo antag	CYP2C9 act	CYP2C9 inhib	CYP2C19 act	PLAP activator
CCn1c(SCC(=O)c2ccccc2)nc2c(c1=O)SC(C)C2 (centres undefined)	1	38	8	2	-1.3	0.1	90*	0.6	1.1
CCCc1nc2ccccc2c(C(=O)O)c1CC	1	2	.	.	-0.05	1	1	1	0.9
CC(C)OC(=O)/C(=C\c1ccc2c(c1)c1ccccc1n2C)NC(=O)c1ccccc1	.	37	.	.	-0.74	0.2	76*	0.6	1.2
CCOC(=O)Cc1ccc(NC(=O)c2ccc(C(C)(C)C)cc2)cc1	.	40	98*	-6	1.7	1	1	0.6	1.1
Cc1ccccc1-n1c(SC(C)C(=O)N2CCN(C)CC2)nc2ccccc2c1=O (centres undefined)	.	-13	-8	-2	-0.17	1.1	-8	1.1	1.2
Cc1nc2ccccn2c1/C(O)=C1\C(=O)C(=O)N(CCCn2ccnc2)C1c1ccncc1 (centres undefined)	0.9	7	-9	4	-0.37	0.8	24	0.9	1
O=C1OC2(CCCCC2)OC(=O)C1=CNc1nccs1	1.1	2	0	-1	-0.09	1	5	1	0.9
Cc1sc2nc3ccc(NCc4ccco4)nn3c(=O)c2c1C	.	7	3	-1	-0.21	0.9	12	0.9	1.1
O=C(NC1C=CS(=O)(=O)C1)c1sc2ccccc2c1Cl (centres undefined)	1.1	-19	6	-3	-0.16	1.6	-64	1.2	1.6

Compound activity from PubChem BioAssay.
